PGC1a acetyl inh: lowers PGC1a acetylation signal in U2OS cells; 0.17% of 350,000 active; AlphaScreen anti-acetyl-lysine; with virally co-expressed GCN5 acetyltransferase; inhibition, % at 15.6 µM;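 active = every replicate shows inhibition of at least 40%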;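 note: 0% = neutral control wells and 100% = positive control wells; some results beyond the cut were filed as inactive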
CASP6 VEID inh: caspase-6 (human) enzyme inhibition; inhibition, % at 12.5 µM; AID 686996; P55212; 0.53% of 350,000 active; purified caspase-6, Z-VEID-R110 cleavage fluorescence;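 active = mean inhibition across replicates at least about 35%, with every replicate also reaching that limit, limit read from the data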;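 note: 0% = median of neutral control wells and 100% = no fluorescence left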
Target sequence (P55212 24-179 limits assumed): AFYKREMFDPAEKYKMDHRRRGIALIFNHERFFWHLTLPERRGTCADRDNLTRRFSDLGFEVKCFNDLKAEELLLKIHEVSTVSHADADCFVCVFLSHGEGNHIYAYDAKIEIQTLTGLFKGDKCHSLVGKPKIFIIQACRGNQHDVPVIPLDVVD
Target sequence (P55212 194-293 limits assumed): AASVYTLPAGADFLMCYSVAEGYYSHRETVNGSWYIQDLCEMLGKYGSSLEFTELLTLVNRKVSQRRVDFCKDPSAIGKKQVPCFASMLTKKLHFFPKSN
Cneo AK release: causes C. neoformans cell lysis | adenylate kinase release luminescence, 4 h; normalised: neutral wells 0, clomiphene wells 100 | 0.2% of 360,000 active | lysis activity, % at 15 µM;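 active = mean lysis activity across replicates of at least 80%, whatever share of replicates individually reach that level; inactive = mean lysis activity below 80%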
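Material – Cryptococcus neoformans yeast cells · Quantity – 5 × 10^6 yeast cells/mL · Buffer or medium – YPD medium · Compound – single dose · Timing – 4 h static compound exposure, 37 °C, read 1 h post-reagent · Signal – adenylate kinase release luminescence · Read-out basis – lysis from increased AK signal · Benchmarks – Clomiphene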
FN deposit inh: fibronectin deposition inhibition. AID 743247. 0.086% of 350,000 active. AH1F fibroblasts, Alexa488-fibronectin deposition fluorescence, overnight. inhibition, % at 12.6 µM;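 active = mean inhibition across replicates of 30% or more, regardless of how many single replicates reach that level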;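 note: positive control wells lacked labelled fibronectin entirely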
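Material – AH1F fibroblast monolayer, labelled fibronectin deposition · Reagent – labelled fibronectin 24 nM · Timing – 1 h adhesion, overnight exposure · Measured by – fluorescence at 485 nm excitation, 525 nm emission · Read-out – inhibition of fibronectin deposition signal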
miR122 inh: miR-122 inhibition in Huh7 cells; Huh7 miR-122 Renilla luciferase sensor, 48 h; neutral wells = 0, positive control = 100; activation (reporter increase), % at 12.5 µM; 0.3% of 340,000 active; AID 602342;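 active = mean replicate activation score at least 90 and every replicate individually at or above 90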;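 note: higher luciferase means less miR-122 activity so hits act as miR-122 inhibitors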
PAX8 inh HTS: PAX8 transcriptional activity inhibition; RMG-I TPO-luciferase reporter, SteadyGlo, 24 h; inhibition, % at 12.6 µM; 1.2% of 360,000 active; AID 652154;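 active = mean replicate inhibition at least 60% with every replicate also reaching 60%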;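 note: luciferase light reporting Pax8 driven TPO promoter activity; plate controls were median of neutral control wells for no effect and mitoxantrone controls for full effect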
LGR2 inh: inhibitors of bursicon-induced Drosophila LGR2 receptor cAMP signaling; AID 720647; 0.35% of 380,000 active; inhibition, % at 9.99 µM; HEK293 LGR2, CRE-luciferase, bursicon-stimulated, 4 h;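 active = drop in luminescence signal, shown as inhibition above about 50% in the replicate tests, limit read from the data, passing the limit was not always enough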;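 note: agonist challenge used bursicon conditioned medium at about half maximal strength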
EWS-Fli inh: EWS/Fli transcriptional activity inhibition. A673 NR0B1-luciferase reporter, viability-normalised. inhibition, % at 12.6 µM. 0.67% of 350,000 active;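 active = mean inhibition of at least 50% after viability correction, with every replicate also passing that limit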;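 note: firefly luciferase signal divided by Alamar Blue viability fluorescence both relative to DMSO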
Starred values were filed as active, the others as inactive; [ ] = remark or other dose. Compounds as they come; any-hit rate near 2.5%.

For O=C(CS(=O)(=O)c1ccccc1)N1CCCCC1 the results were PGC1a acetyl inh -1, CASP6 VEID inh -4, Cneo AK release 0, FN deposit inh -7, miR122 inh -7, PAX8 inh HTS -2 and LGR2 inh 13.
`COc1ccc(N2CCN(c3oc(Cc4cccc5ccccc45)nc3C#N)CC2)cc1` gave PGC1a acetyl inh 4, Cneo AK release -1, FN deposit inh -4, miR122 inh -5 and LGR2 inh 7.
`COc1ccc(CNC(=O)C[C@H]2C[C@@H]3c4cc(N(C)C)ccc4O[C@@H]3[C@H](CO)O2)cc1` gave PGC1a acetyl inh 1, CASP6 VEID inh -1, Cneo AK release -7, FN deposit inh -2, miR122 inh 3[16.7 µM], LGR2 inh -1 and EWS-Fli inh -3.
Screening COc1ccc(N2CCN(C(=O)CCN3C(=S)NC(C)(C)CC3C)CC2)cc1 (centres undefined) returned PGC1a acetyl inh -8, CASP6 VEID inh 2, Cneo AK release 3, FN deposit inh 1, miR122 inh -1, PAX8 inh HTS 9, LGR2 inh -3 and EWS-Fli inh 11.
CCCn1c(=O)c(C(=O)NCc2ccco2)c(O)c2ccccc21 was read as FN deposit inh 7, PAX8 inh HTS -23, LGR2 inh -21 and EWS-Fli inh -2.
Screening CC(C)C(NC(=O)c1ccc(F)cc1)C(=O)Nc1cccnc1 (centres undefined) returned PGC1a acetyl inh -2, CASP6 VEID inh 2, FN deposit inh 8, PAX8 inh HTS 9, LGR2 inh -2 and EWS-Fli inh 1.
`CCCCNc1c(C(=O)OCC)c(=O)[nH]c2ccccc12` gave PGC1a acetyl inh 1, Cneo AK release 4, miR122 inh 3 and LGR2 inh -6.
For CC(C)CC#Cc1cnc2c(c1)C(=O)N([C@H](C)CO)C[C@@H](C)[C@@H](CN(C)C(=O)Cc1cccnc1)O2 the results were PGC1a acetyl inh 11, CASP6 VEID inh -1, Cneo AK release 56, FN deposit inh -8, miR122 inh -4[16.7 µM], LGR2 inh 8 and EWS-Fli inh -6.
For CCOc1cc(CNCCO)cc(Br)c1OCc1ccccc1 the results were PGC1a acetyl inh -3, CASP6 VEID inh -5, Cneo AK release 0, FN deposit inh -1, miR122 inh 11, PAX8 inh HTS 13, LGR2 inh -3 and EWS-Fli inh 15.
Screening CCCn1nc(C(=O)NNC(=O)C2CSC3(C)CCC(=O)N23)c2ccccc2c1=O (centres undefined) returned PGC1a acetyl inh -3, CASP6 VEID inh 0, FN deposit inh 4, miR122 inh 3, PAX8 inh HTS -3, LGR2 inh 0 and EWS-Fli inh -2.
`Cc1cccc(CSc2nnc(-c3ccco3)n2C)c1` gave PGC1a acetyl inh -2, Cneo AK release 0, FN deposit inh 2, miR122 inh 7 and PAX8 inh HTS -51.
Screening O=C(C[C@H]1CC[C@@H]2[C@H](COC[C@H](O)CN2S(=O)(=O)c2ccccc2)O1)NCc1ccc2c(c1)OCO2 returned PGC1a acetyl inh -10, CASP6 VEID inh -3, Cneo AK release 4, FN deposit inh -5, miR122 inh 2[16.7 µM], PAX8 inh HTS 0, LGR2 inh -7 and EWS-Fli inh 1.

Reprinted from the part before: 2 compounds, followed by the next part.
`Cc1cccc(CSc2nnc(-c3ccco3)n2C)c1` gave PGC1a acetyl inh -2, Cneo AK release 0, FN deposit inh 2, miR122 inh 7 and PAX8 inh HTS -51.
Screening O=C(C[C@H]1CC[C@@H]2[C@H](COC[C@H](O)CN2S(=O)(=O)c2ccccc2)O1)NCc1ccc2c(c1)OCO2 returned PGC1a acetyl inh -10, CASP6 VEID inh -3, Cneo AK release 4, FN deposit inh -5, miR122 inh 2[16.7 µM], PAX8 inh HTS 0, LGR2 inh -7 and EWS-Fli inh 1.
Screening COc1cc2[nH]c(=O)n(CCC(=O)NCCC(C)C)c(=O)c2cc1OC returned PGC1a acetyl inh 20, Cneo AK release 0, FN deposit inh -2 and miR122 inh -1.
Brc1cccc(OCCOCCn2ccnc2)c1 was read as PGC1a acetyl inh -2, Cneo AK release 0, FN deposit inh -3, miR122 inh -11 and PAX8 inh HTS -18.
`C[C@@H]1CN([C@H](C)CO)C(=O)Cc2cc(NC(=O)Nc3cccc4ccccc34)ccc2O[C@@H]1CN(C)CC1CC1` gave PGC1a acetyl inh -17, CASP6 VEID inh 0, Cneo AK release -7, FN deposit inh -15, miR122 inh -5[16.7 µM], LGR2 inh 13 and EWS-Fli inh -5.
Screening Cc1cc(C)n2nc(S(=O)(=O)N(C)c3ccccc3)nc2n1 returned PGC1a acetyl inh 2, CASP6 VEID inh -3, Cneo AK release -2, FN deposit inh 5, miR122 inh -6, PAX8 inh HTS -9, LGR2 inh 5 and EWS-Fli inh 3.
`C[C@@H]1CN([C@@H](C)CO)C(=O)c2cc(NC(=O)Nc3ccccc3)ccc2O[C@@H]1CN(C)CC1CCCCC1` gave PGC1a acetyl inh -6, CASP6 VEID inh 1, Cneo AK release -1, FN deposit inh 9, miR122 inh 5[16.7 µM], PAX8 inh HTS 1, LGR2 inh 6 and EWS-Fli inh 2.
`COc1ccc(NC(=O)Nc2ccc3c(c2)[C@H]2C[C@@H](CC(=O)N4CCOCC4)O[C@@H](CO)[C@H]2O3)cc1` gave PGC1a acetyl inh 2, Cneo AK release 1, FN deposit inh -15, miR122 inh -1[16.7 µM], PAX8 inh HTS -11, LGR2 inh 20 and EWS-Fli inh -3.
Cc1ccc(NC(=O)CN(C)C(=O)CSc2ccc3c(c2)OCCO3)cc1 was read as PGC1a acetyl inh 10, CASP6 VEID inh 1, Cneo AK release -2, FN deposit inh -3, miR122 inh -4, PAX8 inh HTS -10, LGR2 inh -6 and EWS-Fli inh -3.
For CCn1c(=O)c2cc(C(=O)NCCOC)sc2c2ccccc21 the results were PGC1a acetyl inh 3, CASP6 VEID inh 1, Cneo AK release 5, FN deposit inh 2, miR122 inh -3, PAX8 inh HTS -23, LGR2 inh -9 and EWS-Fli inh -8.
`CCc1ccc2nc(N3CCN(C(=O)C(C)(C)C)CC3)sc2c1` gave PGC1a acetyl inh -1, CASP6 VEID inh 3, Cneo AK release -1, FN deposit inh -1, miR122 inh 2, PAX8 inh HTS -75 and LGR2 inh -9.
`COc1ccc(NC(=O)Nc2cccc3c2O[C@@H](CN(C)S(=O)(=O)c2cccs2)[C@H](C)CN([C@@H](C)CO)C3=O)cc1` gave PGC1a acetyl inh 5, CASP6 VEID inh -4, Cneo AK release 1, FN deposit inh 7, miR122 inh -6[16.7 µM], LGR2 inh 11 and EWS-Fli inh -9.
Screening C[C@H]1CCCCO[C@@H](CN(C)C(=O)NC2CCCCC2)[C@@H](C)CN([C@@H](C)CO)C(=O)c2cc(NS(=O)(=O)c3cn(C)cn3)ccc2O1 returned CASP6 VEID inh 1, Cneo AK release 2, miR122 inh -1[16.7 µM], PAX8 inh HTS 0, LGR2 inh 3 and EWS-Fli inh 0.
Screening CCCCOC(=O)Nc1nc(C)c(C(=O)OCC)s1 returned PGC1a acetyl inh -10, Cneo AK release 2, FN deposit inh -7, miR122 inh -24 and PAX8 inh HTS -49.

Filtered by structure, the entries above containing an NH in an aromatic ring.
`CCCCNc1c(C(=O)OCC)c(=O)[nH]c2ccccc12` gave PGC1a acetyl inh 1, Cneo AK release 4, miR122 inh 3 and LGR2 inh -6.
Screening COc1cc2[nH]c(=O)n(CCC(=O)NCCC(C)C)c(=O)c2cc1OC returned PGC1a acetyl inh 20, Cneo AK release 0, FN deposit inh -2 and miR122 inh -1.

Further compounds:
Screening CCc1ccc(C2=NN(CCC(=O)NC(C)c3ccc4c(c3)OCCO4)C(=O)CC2)cc1 (centres undefined) returned PGC1a acetyl inh 3, CASP6 VEID inh -4, Cneo AK release 1, FN deposit inh -1, miR122 inh -3, PAX8 inh HTS 14, LGR2 inh 1 and EWS-Fli inh 3.
`CCSCc1nnc(SCC(=O)Nc2ccc(OC)cc2)n1C` gave PGC1a acetyl inh 4, CASP6 VEID inh -3, FN deposit inh -14, PAX8 inh HTS 4, LGR2 inh -4 and EWS-Fli inh 13.
C=CCN(CC=C)C(=O)Nc1ccc2nc(C)sc2c1 was read as CASP6 VEID inh -1, FN deposit inh 1, PAX8 inh HTS 7, LGR2 inh -6 and EWS-Fli inh -18.
Screening N#CCSc1ccccc1NC(=O)COC(=O)CCN1C(=O)C2CC=CCC2C1=O (centres undefined) returned PGC1a acetyl inh -4, CASP6 VEID inh 1, Cneo AK release 0, FN deposit inh -28, miR122 inh 10, PAX8 inh HTS 7, LGR2 inh 8 and EWS-Fli inh -1.
For COc1cccc(C(=O)Cn2c(N3CCCCC3)nc3c2c(=O)n(C)c(=O)n3C)c1 the results were PGC1a acetyl inh -7, Cneo AK release 0, FN deposit inh 7, miR122 inh -3 and LGR2 inh 3.
`C[C@H](CO)N1C[C@H](C)[C@@H](CN(C)Cc2ccc(C(=O)O)cc2)OCc2cn(nn2)CCCC1=O` gave PGC1a acetyl inh 11, CASP6 VEID inh 2, FN deposit inh 3, PAX8 inh HTS 1, LGR2 inh -9 and EWS-Fli inh -3.
Screening CS(=O)(=O)Nc1ccc2c(c1)[C@H]1C[C@H](CC(=O)NCc3ccccn3)O[C@H](CO)[C@H]1O2 returned CASP6 VEID inh -5, Cneo AK release -18, miR122 inh -6[16.7 µM], PAX8 inh HTS 3, LGR2 inh -11 and EWS-Fli inh 5.
Screening CCc1nnc(NC(=O)CN2C(=O)/C(=C/c3cc(OC)c(OC)c(OC)c3)SC2=S)s1 returned CASP6 VEID inh 5, Cneo AK release 0, FN deposit inh -5, PAX8 inh HTS -4 and LGR2 inh 8.
For O=C(O)C1CC=CCC1C(=O)NCCCN1CCCC1=O (centres undefined) the results were CASP6 VEID inh 1, Cneo AK release 0, FN deposit inh 5, miR122 inh 3, PAX8 inh HTS -22, LGR2 inh 19 and EWS-Fli inh -2.
`C[C@H](O)C#Cc1ccc([C@@H]2[C@H](CO)N3CCCCN(CC4CC4)C[C@@H]23)cc1` gave PGC1a acetyl inh 4, CASP6 VEID inh 4, Cneo AK release -4, FN deposit inh -5, miR122 inh 3[16.7 µM], PAX8 inh HTS -16, LGR2 inh -5 and EWS-Fli inh -17.
Screening CCc1ccc(CN2CCC(N3CCC(C(=O)N4CCCC4)CC3)CC2)o1 returned PGC1a acetyl inh 6, CASP6 VEID inh -22, Cneo AK release 0, FN deposit inh 0, miR122 inh -6, PAX8 inh HTS -2, LGR2 inh 5 and EWS-Fli inh 14.
For O=C(CSc1nncs1)NC(=O)NC1CCCC1 the results were CASP6 VEID inh -5, FN deposit inh 8, PAX8 inh HTS 6, LGR2 inh -7 and EWS-Fli inh -1.
`COc1ccc(-c2noc(CN(C)Cc3ccc(C)o3)n2)cc1` gave PGC1a acetyl inh 7, CASP6 VEID inh 6, FN deposit inh 2, PAX8 inh HTS 8, LGR2 inh -6 and EWS-Fli inh -7.
For C[C@H](CO)N1C[C@H](C)[C@H](CN(C)Cc2ccc3c(c2)OCO3)Oc2ccc(NC(=O)CCCCCC(=O)Nc3ccccc3N)cc2C1=O the results were PGC1a acetyl inh -2, CASP6 VEID inh 2, PAX8 inh HTS 17, LGR2 inh 21 and EWS-Fli inh 29.

Entries above that contain a COOH group, in the order listed:
`C[C@H](CO)N1C[C@H](C)[C@@H](CN(C)Cc2ccc(C(=O)O)cc2)OCc2cn(nn2)CCCC1=O` gave PGC1a acetyl inh 11, CASP6 VEID inh 2, FN deposit inh 3, PAX8 inh HTS 1, LGR2 inh -9 and EWS-Fli inh -3.
For O=C(O)C1CC=CCC1C(=O)NCCCN1CCCC1=O (centres undefined) the results were CASP6 VEID inh 1, Cneo AK release 0, FN deposit inh 5, miR122 inh 3, PAX8 inh HTS -22, LGR2 inh 19 and EWS-Fli inh -2.

Screens as filed in PubChem BioAssay.
